KLF5 inhibitor = suppresses KLF5 promoter-driven expression | DLD-1 KLF5 promoter-luciferase reporter, luminescence | inhibition, % at 5 µM | hit rate 0.23% among 290,000;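 active = inhibition above a per-plate limit of that plate's mean compound inhibition plus 3 SD, cut at about 60% in these data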;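 also: 0% = DMSO wells and 100% = LY294002 at 200 µM; higher means less KLF5 promoter-driven luciferase light; inactives centre near -14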
TRPC4 act = activators of mouse TRPC4 channel. HEK293 TRPC4beta/mu-opioid, Fluo4 calcium fluorescence; active compounds read high. B-score at 10 µM. hit rate 0.49% among 310,000. AID 2237;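 active = B-score above 5 SD of library B-scores, and initial fluorescence ratio not above library mean plus 5 SD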;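 also: positive B-score marks a calcium rise read as TRPC4 activation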
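System: HEK293 cells stably co-expressing mouse TRPC4beta and mu-opioid receptor; Schedule: Fluo4 dye loading 45 min at room temperature, 110 s recording; Detection: Fluo4 fluorescence, kinetic; Evaluation: B-scored integrated calcium fluorescence ratio; Controls: buffer (low) and maximal DAMGO (high).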
TRPC4 PAM = allosteric potentiators of mouse TRPC4 channel; AID 2227; B-score at 10 µM; Q9QUQ5; hit rate 0.42% among 310,000; HEK293 TRPC4beta/mu-opioid, DAMGO EC20, Fluo-4 Ca2+ flux; active compounds read high;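 active = B-score of calcium response area above 5 SD of library B-scores, with initial fluorescence ratio within 5 SD of library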;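 also: B-score of integrated fluorescence ratio over time as area under calcium response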
MrgX1 antagonist = human MrgX1 receptor antagonism, primary screen | MRGX1-HEK293 calcium flux, Fluo-4, BAM8-22 antagonism; active compounds read low | AID 588676 | hit rate 1.3% among 310,000 | B-score at 10 µM;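 active = calcium-response B-score plate-corrected more than 3 library SD below zero, starting fluorescence within 5 deviations, no agonist response on first addition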;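 also: peak minus trough fluorescence over baseline after final BAM8-22 challenge near maximal dose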
Target sequence (Q96LB2 whole entry, looked up): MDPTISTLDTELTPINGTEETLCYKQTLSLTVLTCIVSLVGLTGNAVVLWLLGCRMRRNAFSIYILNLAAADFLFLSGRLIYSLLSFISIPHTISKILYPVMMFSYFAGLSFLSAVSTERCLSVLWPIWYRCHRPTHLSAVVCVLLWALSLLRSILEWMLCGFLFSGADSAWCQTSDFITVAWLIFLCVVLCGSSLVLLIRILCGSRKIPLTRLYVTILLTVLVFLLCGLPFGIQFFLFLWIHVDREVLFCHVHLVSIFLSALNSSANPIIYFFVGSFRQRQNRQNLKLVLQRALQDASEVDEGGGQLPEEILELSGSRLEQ
SKKanGAS inh = inhibitors of SKKanGAS S. pyogenes growth in kanamycin (SK-promoter or general growth effect). BacTiter-Glo, 6 h. inhibition, % at 7.5 µM. hit rate 1.3% among 300,000;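 active = mean replicate score, as percent of positive control median, at least 50; inconclusive = mean below 50 but one replicate at or above 50; inactive = mean and every replicate below 50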;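 also: strain carries kanamycin resistance gene driven by streptokinase promoter and grows in 40 µg/ml kanamycin; loss of luminescence reflects streptokinase promoter inhibition or plain growth inhibition; 0% = median of DMSO wells and 100% = positive control at its reference dose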
aSyn 5UTR inh = 5' untranslated region of α-synuclein, MLPCN primary screen | AID 1813 | alpha-synuclein 5'UTR reporter, inhibitor activity | inhibition, % (tested at 7.5 µM) | hit rate 0.82% among 300,000; in the data active = inhibition above about 60%; inconclusive = no clear call, values can overlap the other calls;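 also: H4 neuroglioblastoma cells stably carrying SNCA 5'UTR luciferase fusion; 0% = DMSO wells and 100% = positive control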
TRPC4 inh = TRPC4 (mouse) channel inhibition; Q9QUQ5; AID 2247; HEK293 TRPC4beta/mu-opioid, DAMGO-evoked Fluo4 calcium flux; active compounds read low; hit rate 0.39% among 300,000; B-score at 10 µM;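 active = B-score over 3 SD under the library average, no early fluorescence shift, positive overall ratio signal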
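Material: HEK293 cells with stable TRPC4beta plus mu-opioid receptor expression; probe or stimulus: DAMGO in two steps, submaximal then maximal; technique: Fluo4 calcium fluorescence by kinetic imaging, 5 s 1 Hz baseline; measure: integrated fluorescence ratio relative to baseline, converted to per-well B score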
IEC-6 tox = IEC-6 cytotoxicity, counter-screen for KLF5 inhibitors. luminescence viability. inhibition, % at 5 µM. hit rate 0.78% among 290,000; in the data active = inhibition above about 22%;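 also: 0% = plate median of test compound wells and 100% = cytotoxic reference compound wells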
HIF act = HIF pathway transcriptional activation | U2OS HRE-luciferase reporter, luminescence; normalized: DMSO 0%, desferrioxamine 100% | activation, % at 7.5 µM (by protocol) | hit rate 0.32% among 300,000;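 active = mean activation of at least 10% of the iron chelator positive control signal, with at least half of replicates also reaching 10%; inconclusive = mean and replicate majority disagree about reaching 10%; inactive = mean and most replicates under 10%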
TRPC6 inh = inhibitors of mouse TRPC6 channel. hit rate 1.1% among 310,000. AID 2553. HEK293-TRPC6, membrane potential dye, ACh-evoked depolarization; active compounds read low. Q61143. B-score at 10 µM;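 active = B-score under library mean minus 3 SD, initial fluorescence not abnormally high, positive integrated signal ratio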;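 also: B-score derived from integrated fluorescence ratio over the kinetic read; more negative B-score means stronger inhibition of depolarization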
TRPC6 act = activators of mouse TRPC6 channel | Q61143 | HEK293-TRPC6 membrane potential dye fluorescence; active compounds read high | B-score at 10 µM | hit rate 0.13% among 310,000 | AID 2550;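 active = B-score of the integrated fluorescence ratio above library mean plus 3 SD, and starting fluorescence ratio within library mean plus 5 SD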;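 also: higher score means more depolarization so channel activation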
The depositor's hits bear a star.

CCN(CC(=O)Nc1c(F)cccc1F)C(=O)C1CCN(c2ncnc3sc(C)c(C)c23)CC1 was read as TRPC4 act inactive, TRPC4 PAM inactive, MrgX1 antagonist -8.2*, SKKanGAS inh 8.1, aSyn 5UTR inh 15.0, TRPC4 inh inactive, HIF act -0.1, TRPC6 inh inactive and TRPC6 act inactive.
CC(=O)c1sc(-c2ccccc2Cl)nc1C was read as KLF5 inhibitor -3.5, TRPC4 act inactive, TRPC4 PAM inactive, MrgX1 antagonist inactive, SKKanGAS inh -6.5, aSyn 5UTR inh -21.2, TRPC4 inh inactive, IEC-6 tox -6.7, HIF act 1.7, TRPC6 inh inactive and TRPC6 act inactive.
CCOc1ccccc1Nc1nnc(C)c(=O)[nH]1 was read as KLF5 inhibitor -0.3, TRPC4 act inactive, TRPC4 PAM inactive, MrgX1 antagonist inactive, SKKanGAS inh 1.0, aSyn 5UTR inh 7.5, TRPC4 inh inactive, IEC-6 tox 10.5, HIF act -0.9, TRPC6 inh inactive and TRPC6 act inactive.
COc1ccc(C(CC(=O)N2CCCC2)C(C)C)cc1 (stereo unspecified) was read as KLF5 inhibitor -42.4, TRPC4 act inactive, TRPC4 PAM inactive, MrgX1 antagonist inactive, SKKanGAS inh 5.0, aSyn 5UTR inh 14.2, TRPC4 inh inactive, IEC-6 tox -8.0, HIF act -0.6, TRPC6 inh inactive and TRPC6 act inactive.
CC1CC(C)CN(S(=O)(=O)c2ccc3c(c2)oc(=O)n3CC(=O)NCc2cccnc2)C1 (stereo unspecified) was read as KLF5 inhibitor 9.6, TRPC4 act inactive, TRPC4 PAM inactive, MrgX1 antagonist inactive, SKKanGAS inh 0.5, aSyn 5UTR inh 21.1, TRPC4 inh inactive, IEC-6 tox 4.2, HIF act -0.5, TRPC6 inh inactive and TRPC6 act inactive.
Screening C=CCC1C=C(Cc2ccccc2)CC(CC=C)N1 (stereo unspecified) returned KLF5 inhibitor -24.8, TRPC4 act inactive, TRPC4 PAM inactive, MrgX1 antagonist inactive, SKKanGAS inh 0.7, aSyn 5UTR inh 10.4, TRPC4 inh inactive, IEC-6 tox -10.0, HIF act -1.5, TRPC6 inh inactive and TRPC6 act inactive.
COc1ccc(NC(=O)/C(C#N)=C\c2cc(OC)c(OCc3ccc(C(=O)O)cc3)cc2Br)cc1 was read as KLF5 inhibitor -19.8, TRPC4 act inactive, TRPC4 PAM inactive, MrgX1 antagonist inactive, SKKanGAS inh 12.5, aSyn 5UTR inh -22.6, TRPC4 inh inactive, IEC-6 tox -3.0, HIF act 0.0, TRPC6 inh inactive and TRPC6 act inactive.
CCC1CCc2sc(C(=O)N3CCCN(C)CC3)cc2C1 (stereo unspecified) was read as KLF5 inhibitor -37.9, TRPC4 act inactive, TRPC4 PAM inactive, MrgX1 antagonist inactive, SKKanGAS inh -8.2, aSyn 5UTR inh -26.7, TRPC4 inh inactive, IEC-6 tox 6.2, HIF act 0.6, TRPC6 inh inactive and TRPC6 act inactive.
For CCOC(=O)C1CCN(C(=O)Cn2cc(C(=O)c3ccco3)c3ccccc32)CC1 the results were KLF5 inhibitor -19.6, TRPC4 act inactive, TRPC4 PAM inactive, MrgX1 antagonist inactive, SKKanGAS inh -3.3, aSyn 5UTR inh 2.9, TRPC4 inh inactive, IEC-6 tox -4.2, HIF act -0.1, TRPC6 inh inactive and TRPC6 act inactive.
COc1cc(CCCN2C(=O)C(=O)NC[C@@H]2c2ccccc2)cc(OC)c1OC was read as TRPC4 act inactive, TRPC4 PAM inactive, MrgX1 antagonist inactive, SKKanGAS inh 1.1, aSyn 5UTR inh -6.1, TRPC4 inh inactive, HIF act 0.0, TRPC6 inh inactive and TRPC6 act inactive.
Screening O=C(COC(=O)c1ccc(Br)cc1)NCc1ccccc1 returned KLF5 inhibitor 4.0, TRPC4 act inactive, TRPC4 PAM inactive, MrgX1 antagonist inactive, SKKanGAS inh -7.1, aSyn 5UTR inh 20.6, TRPC4 inh inactive, IEC-6 tox 0.5, HIF act 0.0, TRPC6 inh inactive and TRPC6 act inactive.
O=C(NCc1ccco1)C(=O)NCC1OCCN1S(=O)(=O)c1ccccc1 (stereo unspecified) was read as KLF5 inhibitor 5.8, TRPC4 act inactive, TRPC4 PAM inactive, MrgX1 antagonist inactive, SKKanGAS inh 0.7, aSyn 5UTR inh 6.3, TRPC4 inh inactive, IEC-6 tox -3.9, HIF act 0.4, TRPC6 inh inactive and TRPC6 act inactive.
CCC(=O)Nc1c(-c2ccc(C)cc2)c(=O)c2ccccc2n1C was read as KLF5 inhibitor -8.2, TRPC4 act inactive, TRPC4 PAM inactive, MrgX1 antagonist inactive, SKKanGAS inh -2.4, aSyn 5UTR inh -3.6, TRPC4 inh inactive, IEC-6 tox 4.4, HIF act 0.2, TRPC6 inh inactive and TRPC6 act inactive.
Screening Cc1cccc2c(=O)n3c(nc12)CCCCC3 returned KLF5 inhibitor -10.8, TRPC4 act inactive, TRPC4 PAM inactive, MrgX1 antagonist inactive, SKKanGAS inh 0.6, aSyn 5UTR inh 10.8, TRPC4 inh inactive, IEC-6 tox -1.6, HIF act 0.9, TRPC6 inh inactive and TRPC6 act inactive.
C=CCn1c(SCC(=O)N2CCc3ccccc3C2)nc2sc(C)c(C)c2c1=O was read as KLF5 inhibitor -8.6, TRPC4 act inactive, TRPC4 PAM inactive, MrgX1 antagonist inactive, SKKanGAS inh 11.8, aSyn 5UTR inh 6.5, TRPC4 inh inactive, IEC-6 tox 1.4, HIF act -0.1, TRPC6 inh inactive and TRPC6 act inactive.
Screening CSc1nnc2ccc(-c3ccc(C)cc3)nn12 returned KLF5 inhibitor -51.6, TRPC4 act inactive, TRPC4 PAM inactive, MrgX1 antagonist inactive, SKKanGAS inh inconclusive, aSyn 5UTR inh 16.4, TRPC4 inh inactive, IEC-6 tox 23.2*, HIF act 1.0, TRPC6 inh inactive and TRPC6 act inactive.
Screening O=C(Cc1ccccc1)NNS(=O)(=O)c1ccccc1[N+](=O)[O-] returned KLF5 inhibitor -29.9, TRPC4 act inactive, TRPC4 PAM inactive, MrgX1 antagonist inactive, SKKanGAS inh 4.7, aSyn 5UTR inh 16.0, TRPC4 inh inactive, IEC-6 tox -4.7, HIF act 0.6, TRPC6 inh inactive and TRPC6 act inactive.
C=CCN1c2ccccc2[C@]23C[C@@H](C(=O)OC)N(C(=O)C4CCC4)C2=NC(C(=O)OC)=C(C(=O)OC)[C@H]13 was read as TRPC4 act inactive, TRPC4 PAM inactive, MrgX1 antagonist inactive, SKKanGAS inh -3.1, aSyn 5UTR inh 10.3, TRPC4 inh inactive, HIF act 0.0, TRPC6 inh inactive and TRPC6 act inactive.
Screening COc1ccc(NC(=S)N(CCCN2CCN(C)CC2)Cc2cccs2)cc1 returned KLF5 inhibitor 5.8, TRPC4 act inactive, TRPC4 PAM inactive, MrgX1 antagonist inactive, SKKanGAS inh -4.5, aSyn 5UTR inh -6.0, TRPC4 inh inactive, IEC-6 tox 1.5, HIF act -0.1, TRPC6 inh inactive and TRPC6 act inactive.
For Cc1ccc(S(=O)(=O)N(C)CC(=O)N2CCOCC2)cc1 the results were KLF5 inhibitor -21.8, TRPC4 act inactive, TRPC4 PAM inactive, MrgX1 antagonist inactive, SKKanGAS inh 3.5, aSyn 5UTR inh -6.7, TRPC4 inh inactive, IEC-6 tox -4.1, HIF act 0.9, TRPC6 inh inactive and TRPC6 act inactive.
For N#Cc1c(NC(=O)/C=C/C(=O)O)sc2c1CCN(Cc1ccccc1)C2 the results were KLF5 inhibitor -17.9, TRPC4 act inactive, TRPC4 PAM inactive, MrgX1 antagonist inactive, SKKanGAS inh -2.1, aSyn 5UTR inh 10.8, TRPC4 inh inactive, IEC-6 tox -20.1, HIF act -12.0, TRPC6 inh inactive and TRPC6 act inactive.
CCCN(CCC)C(=O)Cn1c(=O)n(CCC(=O)NCCc2ccccc2)c(=O)c2ccccc21 was read as KLF5 inhibitor -23.6, TRPC4 act inactive, TRPC4 PAM inactive, MrgX1 antagonist inactive, SKKanGAS inh 3.8, aSyn 5UTR inh 7.6, TRPC4 inh inactive, IEC-6 tox 2.0, HIF act 0.1, TRPC6 inh inactive and TRPC6 act inactive.
Screening N#C/C(=C\c1ccc(Cl)cc1)C(=O)NC1CC1 returned TRPC4 act inactive, TRPC4 PAM inactive, MrgX1 antagonist inactive, SKKanGAS inh 4.0, aSyn 5UTR inh 16.7, TRPC4 inh inactive, HIF act 0.1, TRPC6 inh inactive and TRPC6 act inactive.
`CCOc1ccccc1C1CC(=O)Nc2cc(OC)c(OC)c(OC)c21` (stereo unspecified) gave KLF5 inhibitor -48.5, TRPC4 act inactive, TRPC4 PAM inactive, MrgX1 antagonist inactive, SKKanGAS inh -1.5, aSyn 5UTR inh 26.8, TRPC4 inh inactive, IEC-6 tox -4.3, HIF act 0.1, TRPC6 inh inactive and TRPC6 act inactive.
For Cc1ccc(NC(=O)COC(=O)CN2C(=O)c3ccccc3C2=O)cc1S(=O)(=O)N(C)C the results were KLF5 inhibitor -17.3, TRPC4 act inactive, TRPC4 PAM inactive, MrgX1 antagonist inactive, SKKanGAS inh 4.7, aSyn 5UTR inh 12.3, TRPC4 inh inactive, IEC-6 tox -3.1, HIF act -1.4, TRPC6 inh inactive and TRPC6 act inactive.
Screening O=C(CNC(=O)c1ccc(F)cc1)N/N=C/c1ccc(O)c([N+](=O)[O-])c1 returned KLF5 inhibitor 17.7, TRPC4 act inactive, TRPC4 PAM inactive, MrgX1 antagonist inactive, SKKanGAS inh 4.0, aSyn 5UTR inh -3.2, TRPC4 inh inactive, IEC-6 tox 1.2, HIF act -0.2, TRPC6 inh inactive and TRPC6 act inactive.
For COc1cccc(NC(=O)c2ccc(S(=O)(=O)NCc3cccnc3)cc2)c1 the results were KLF5 inhibitor -28.1, TRPC4 act inactive, TRPC4 PAM inactive, MrgX1 antagonist inactive, SKKanGAS inh 22.7, aSyn 5UTR inh -14.6, TRPC4 inh inactive, IEC-6 tox 1.1, HIF act -0.2, TRPC6 inh inactive and TRPC6 act inactive.
O=C1/C(=C/c2ccc3c(c2)OCO3)Oc2cc(OCC(=O)N3CC(O)C[C@H]3C(=O)O)ccc21 (stereo partly specified) was read as KLF5 inhibitor -11.2, TRPC4 act inactive, TRPC4 PAM inactive, MrgX1 antagonist inactive, SKKanGAS inh 1.8, aSyn 5UTR inh 22.5, TRPC4 inh inactive, IEC-6 tox -2.5, HIF act 0.0, TRPC6 inh inactive and TRPC6 act inactive.

Assay outcomes: PubChem BioAssay, several laboratories
